hERG protect: compounds protecting human hERG from proarrhythmic drug block; CHO-hERG, FluxOR thallium flux, dofetilide IC70 present; activation (rescue from dofetilide block), less the hit threshold, % at 10 µM; AID 1511; Q12809; 0.51% of 310,000 active;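 active means activation above the mean of controls blocked by dofetilide plus 5 SD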;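 further: thallium influx through hERG after potassium depolarization seen as dye fluorescence rise; in these data hits start at about 4.7%; inactives centre near -7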
Target sequence (Q12809 whole entry, looked up): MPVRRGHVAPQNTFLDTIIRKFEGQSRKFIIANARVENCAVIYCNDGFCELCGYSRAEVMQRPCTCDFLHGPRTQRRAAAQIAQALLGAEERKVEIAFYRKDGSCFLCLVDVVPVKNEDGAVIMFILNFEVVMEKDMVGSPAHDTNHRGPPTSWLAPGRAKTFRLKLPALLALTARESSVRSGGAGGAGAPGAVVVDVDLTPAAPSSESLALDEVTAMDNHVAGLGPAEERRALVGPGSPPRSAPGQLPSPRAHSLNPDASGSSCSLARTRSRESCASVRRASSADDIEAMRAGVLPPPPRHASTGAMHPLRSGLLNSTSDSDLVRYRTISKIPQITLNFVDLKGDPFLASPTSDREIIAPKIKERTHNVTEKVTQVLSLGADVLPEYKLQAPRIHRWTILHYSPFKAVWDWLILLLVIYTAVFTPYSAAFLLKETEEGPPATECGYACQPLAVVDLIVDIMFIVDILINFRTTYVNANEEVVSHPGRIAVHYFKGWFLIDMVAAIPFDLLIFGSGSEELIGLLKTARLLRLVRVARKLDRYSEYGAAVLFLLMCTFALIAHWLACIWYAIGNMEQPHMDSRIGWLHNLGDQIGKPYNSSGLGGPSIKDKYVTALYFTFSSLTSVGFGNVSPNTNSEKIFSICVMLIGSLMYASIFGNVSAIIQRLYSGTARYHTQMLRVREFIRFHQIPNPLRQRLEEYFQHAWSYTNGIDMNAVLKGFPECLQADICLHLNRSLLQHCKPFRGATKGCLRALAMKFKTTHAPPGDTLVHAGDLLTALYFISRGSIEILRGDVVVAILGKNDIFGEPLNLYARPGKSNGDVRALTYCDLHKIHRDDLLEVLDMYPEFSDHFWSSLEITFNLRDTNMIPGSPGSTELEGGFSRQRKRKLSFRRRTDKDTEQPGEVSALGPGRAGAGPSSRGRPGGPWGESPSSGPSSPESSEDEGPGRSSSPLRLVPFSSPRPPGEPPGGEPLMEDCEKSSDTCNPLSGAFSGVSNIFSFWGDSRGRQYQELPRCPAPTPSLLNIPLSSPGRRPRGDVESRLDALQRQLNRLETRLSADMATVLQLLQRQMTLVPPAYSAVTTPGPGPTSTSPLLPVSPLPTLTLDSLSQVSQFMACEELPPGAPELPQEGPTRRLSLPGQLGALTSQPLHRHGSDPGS
PolyA inh: blocks polyadenylation in yeast reporter cells; S. cerevisiae SKY197-pL101 polyadenylation reporter, beta-gal luminescence; efflux-impaired pdr1/pdr3 knockout yeast; score 100 = 6 SD above DMSO; calls only at 12 µM; 0.02% of 300,000 active;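 active means lowest replicate activity score at least 50, where 100 means six control SD above control mean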;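 further: yeast exposed to compound for 9 h at 30 °C; higher score means more reporter readthrough which indicates perturbed polyadenylation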
TRPC4 inh: inhibitors of mouse TRPC4 channel. B-score at 10 µM. 0.39% of 300,000 active. HEK293 TRPC4beta/mu-opioid, DAMGO-evoked Fluo4 calcium flux; hits give low values. Q9QUQ5;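 active means B-score over 3 SD under the library average, no early fluorescence shift, positive overall ratio signal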
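System: stable TRPC4beta/mu-opioid receptor HEK293 cells; Dosing: single-point compound dosing; Measured by: Fluo4 Ca2+ flux fluorescence; Read-out basis: per-well B score of integrated baseline-normalized Fluo4 ratio.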
KCNQ1 act: potentiators or activators of human KCNQ1 potassium channel | 0.35% of 310,000 active | P51787 | CHO-K1 KCNQ1, thallium flux FluxOR fluorescence; hits give high values | B-score at 10 µM;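 active means fluorescence ratio B-score, a plate-corrected score, at least three library SD, with initial intensity B-score within 5 SD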
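assay system = KCNQ1-transfected CHO-K1 cells | medium = assay buffer with matched DMSO | probe or stimulus = depolarizing K+/Tl+ stimulus, K2SO4 and Tl2SO4 each 12.5 mM in 5x stock | dosing = single dose | incubation = dye 90 min, compound 20 min, room temperature | detection = kinetic FluxOR fluorescence, 10 s baseline plus 110 s post-stimulus | evaluation = ratio B score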
TRPC4 agonist: opens the mouse TRPC4 cation channel; Q9QUQ5; 0.49% of 310,000 active; HEK293 TRPC4beta/mu-opioid, Fluo4 calcium fluorescence; hits give high values; B-score at 10 µM; AID 2237;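 active means B-score above 5 SD of library B-scores, and initial fluorescence ratio not above library mean plus 5 SD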;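 further: positive B-score marks a calcium rise read as TRPC4 activation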
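System: HEK293 cells stably co-expressing mouse TRPC4beta and mu-opioid receptor; Schedule: Fluo4 dye loading 45 min at room temperature, 110 s recording; Detection: Fluo4 fluorescence, kinetic; Evaluation: B-scored integrated calcium fluorescence ratio; Controls: buffer (low) and maximal DAMGO (high).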
Platelet DG rel: modulates dense granule release in human platelets; AID 1663; 0.22% of 300,000 active; inhibition, %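 (compounds screened at 7.5 µM in platelet-rich plasma)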; human platelet-rich plasma, SFLLRN dense granule ATP release, luminescence;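 active means mean replicate score, as percent of positive control, at or above 50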
Dyrk1A ADPGlo: inhibitors of rat Dyrk1A kinase | AID 504441 | ADP-Glo luminescence, NFATc1 peptide | 0.43% of 310,000 active | Q63470 | inhibition, % at 12.5 µM; in the data active means inhibition above about 50%;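 further: plate controls were vehicle with enzyme for no effect and no enzyme for full effect; many of its hits are not listed in these tables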
TRPC4 potent: allosteric potentiators of mouse TRPC4 channel; Q9QUQ5; HEK293 TRPC4beta/mu-opioid, DAMGO EC20, Fluo-4 Ca2+ flux; hits give high values; B-score at 10 µM; 0.42% of 310,000 active; AID 2227;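 active means B-score of calcium response area above 5 SD of library B-scores, with initial fluorescence ratio within 5 SD of library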;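 further: B-score of integrated fluorescence ratio over time as area under calcium response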
KCNQ1 inh: inhibitors of human KCNQ1 potassium channel | P51787 | CHO-K1 KCNQ1, FluxOR thallium flux fluorescence; hits give high values | B-score at 10 µM | 1.3% of 310,000 active;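 active means compounds whose thallium flux B-score, printed positive for inhibition, exceeds three library SD while starting fluorescence stays within three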;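 further: channel opened by potassium depolarization with thallium stimulus after 20 min compound exposure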
KCNK9 block: blocks the human KCNK9 two-pore domain potassium channel | Q9NPC2 | HEK293 KCNK9, FluxOR thallium flux fluorescence; hits give low values | B-score at 10 µM | 1.2% of 310,000 active | AID 488922;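 active means ratio B-score over 3 SD below the library mean, with starting fluorescence within 5 SD of its mean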;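 further: negative B-score means less thallium flux so channel inhibition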
KCNK3 block: human KCNK3 channel inhibition, primary screen. O14649. CHO-KCNK3 thallium flux, FluxOR fluorescence; hits give low values. B-score at 10 µM. 0.84% of 340,000 active. AID 602410;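 active means B-score under library mean minus 4 SD, starting fluorescence ratio at most library mean plus 5 SD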;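 further: more negative B-score means stronger inhibition of thallium flux through KCNK3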
An asterisk follows results filed as active; i = inactive; x = not tested or not shown. A portion of the library; rates above refer to the full screens.

item	canonical_smiles	hERG protect	PolyA inh	TRPC4 inh	KCNQ1 act	TRPC4 agonist	Platelet DG rel	Dyrk1A ADPGlo	TRPC4 potent	KCNQ1 inh	KCNK9 block	KCNK3 block
1	CCOc1ccc(NC(=O)CCC(=O)c2ccc(OC)cc2)cc1	-4.5	i	i	i	i	9.6	x	i	i	i	i
2	CCCCCCCc1c(O)nc(SCC(=O)O)[nH]c1=O	-0.6	i	i	i	i	4.2	-0.2	i	i	i	i
3	COC(=O)C(CCSC)NC(=O)Cn1ncc2c(=O)oc3ccccc3c21 (centres undefined)	-4.1	i	i	i	i	-0.9	-0.2	i	i	i	i
4	Cc1ccc(OCC(=O)N/N=C/c2ccncc2)cc1	-6.3	i	i	i	i	9.4	17.2	i	i	i	i
5	COc1ccc(/C=N/N2CCOCC2)cc1COc1ccc(F)cc1	-5.6	i	i	i	i	-0.4	3.2	i	i	i	i
6	Cc1c(C(=O)c2no[n+]([O-])c2C(=O)c2cnn(C)c2C)cnn1C	-9.2	i	i	i	i	5.7	9.0	i	6*	i	i
7	CCS(=O)(=O)Nc1ccc(C2=NN(S(=O)(=O)c3ccc(F)cc3)C(c3ccco3)C2)cc1 (centres undefined)	-13.3	i	i	i	i	3.1	-2.9	i	i	i	i
8	CC(=O)c1ccc(NC(=O)c2cc(Cl)sc2Cl)cc1	-5.8	i	i	i	i	15.6	-5.9	i	i	i	i
9	COc1ccccc1N1CCN(C(=O)c2oc3cc(C)c(C)cc3c2C)CC1	-6.0	i	i	i	i	3.8	-8.7	i	i	i	i
10	Cc1ccc2c(c1)N(CC(=O)NCC1CCCO1)C(=O)C(C)O2 (centres undefined)	-11.6	i	i	i	i	0.9	1.4	i	i	i	i
11	Cc1ccccc1COc1ccc(-c2nn[nH]n2)cc1	-4.4	i	i	i	i	4.5	0.5	i	i	i	i
12	Cc1c(Cl)cccc1-n1nnnc1-c1cccs1	-10.2	i	i	i	i	2.6	15.3	i	i	-9.28*	-10.6*
13	C/C(=N/N1CCN(Cc2cccc3ccccc23)CC1)c1ccco1	-13.2	i	i	i	i	2.0	16.2	i	i	i	i
14	CCN(CC)CCn1c(NCc2cccc(OC)c2OC)nc2ccccc21	-6.9	i	i	i	i	-1.2	15.6	i	i	i	i
15	Nc1ccccc1SCc1cc([N+](=O)[O-])cc2c1OCOC2	-10.3	i	i	i	i	8.8	12.4	i	i	i	i
16	COc1ccc(NC(=S)NC2CC3CCCC(C2)N3C2CC2)cc1 (centres undefined)	-7.3	i	i	i	i	-8.7	-2.7	i	i	i	i
17	Cc1ccc(NC(=O)CCC(=O)NNC(=O)NC23CC4CC(CC(C4)C2)C3)cc1C	1.2	i	i	i	i	-5.3	-4.9	i	i	i	i
18	CCCSc1nc(C)c(-c2csc(C(C#N)=C3CCCC3)n2)cc1C#N	-4.1	i	i	i	i	-7.5	-1.5	i	i	i	i
19	CC(=O)/C(N=Nc1ccc2c(c1)OCCO2)=C(\C)O	-12.8	i	i	i	i	13.7	7.6	i	i	i	i
20	Cc1ccnc(NC(=O)C2CC(=O)N(c3ccc4c(c3)OCCO4)C2)c1 (centres undefined)	-3.6	i	i	i	i	9.7	2.3	i	i	i	i
21	O=C(COc1coc(CN2CCN(c3cccc(Cl)c3)CC2)cc1=O)NC1CCCC1	-13.8	i	i	i	i	-1.2	8.0	i	i	i	i
22	CCCCCCC(=O)Nc1ccc(Cl)cn1	1.4	i	i	i	i	-9.7	4.4	i	i	i	i
23	COc1ccc(OC)c(/C=N/NC(=O)c2ccc(=O)[nH]n2)c1	-10.6	i	i	i	i	9.3	16.1	i	i	i	i
24	CCOC(=O)C1CCN(c2cc3c(cc2NC(=O)c2ccccc2F)n(C)c(=O)n3C)CC1	-10.6	i	i	i	i	0.7	6.1	i	i	i	i
25	Cc1cc(C)cc(N(CC(=O)NCc2ccco2)S(=O)(=O)c2ccccc2)c1	-7.5	i	i	i	i	11.2	-4.6	i	i	i	i
26	C=CCNC(=O)C1CCN(c2ccc(S(=O)(=O)N3CCOCC3)cc2Cl)CC1	-11.3	i	i	i	i	-0.8	x	i	i	i	i
27	COC(=O)c1ccccc1NC(=S)NC(=O)COc1ccccc1Cl	-12.2	i	i	i	i	8.1	-1.5	i	i	i	i
28	COC(=O)c1ccc2c(=O)n(CC3CCCO3)c(SCC(=O)NCCc3ccc(S(N)(=O)=O)cc3)nc2c1 (centres undefined)	-9.9	i	i	i	i	5.9	-1.3	i	i	i	i
29	O=C(NCCC(NS(=O)(=O)OCC(Cl)(Cl)Cl)c1ccccc1)C(F)(F)F (centres undefined)	-3.7	i	x	i	i	-7.1	-2.4	i	i	i	i
30	CCSc1nnc(NC(=O)[C@@H](NC(=O)c2ccc(C(C)(C)C)cc2)C(C)C)s1	-7.5	i	i	i	i	0.6	-0.2	i	i	i	i
31	Cc1noc(NS(=O)(=O)c2ccc(N/C=C\C(=O)c3ccc(Br)cc3)cc2)c1C	-14.7	i	i	i	i	-1.9	63.0*	i	i	i	i
32	CC(OC(=O)CCN1C(=O)C2CC=CCC2C1=O)C(=O)Nc1cccc(C#N)c1 (centres undefined)	-9.1	i	i	i	i	-0.8	1.6	i	i	i	i
33	COc1cccc(C(=O)Nc2cccc3ccccc23)c1	-3.9	i	i	i	i	-0.5	7.5	i	i	i	i
34	Cc1ccc(-c2cc(C(=O)Nc3cc(C(=O)O)ccc3C)c3ccccc3n2)cc1	-5.8	i	i	i	i	-4.5	-4.5	i	i	i	i
35	O=C(COc1cc([N+](=O)[O-])cc2cccnc12)NCCC1=CCCCC1	-5.3	i	i	i	i	6.4	-0.3	i	i	i	i
36	COc1ccc(CCNC(=O)C2CC(=O)N(C3CCCCCCC3)C2)cc1OC (centres undefined)	-15.0	i	i	i	i	-10.6	-6.2	i	i	i	i
37	Cc1noc(C)c1C(=O)N1CCN(S(=O)(=O)c2ccc(F)cc2)CC1	-14.2	i	i	i	i	-3.9	-2.4	i	i	i	i
38	CON(C)S(=O)(=O)c1ccc2c(c1)NC(=O)C1CCCN21 (centres undefined)	-10.6	i	i	i	i	2.0	4.4	i	i	i	i
39	CCOc1nc(-c2ccccc2)ccc1-c1noc(-c2cccnc2)n1	-11.2	i	i	i	i	1.2	0.1	i	i	i	i
40	COc1cccc(NS(=O)(=O)c2ccc(-n3cccn3)cc2)c1	-5.6	i	i	i	i	3.0	-3.8	i	i	i	i
41	CC1CCN(CCNC(=O)C2CCN(S(=O)(=O)c3cccc4nsnc34)CC2)CC1	-9.0	i	i	i	i	-6.2	3.9	i	i	i	i
42	Cc1cc(C(=O)NCC(c2ccco2)N(C)C)no1 (centres undefined)	-8.8	i	i	i	i	-6.3	-1.2	i	i	i	i
43	CCCCc1ccc(NC(=O)N[C@H](C(=O)O)C(C)CC)cc1 (some centres undefined)	-6.3	i	i	i	i	-0.9	-2.5	i	i	i	i
44	COc1ccc(OC)c(C2CC(=O)OC3=C2C(=O)CC(C)(C)C3)c1 (centres undefined)	-3.7	i	i	i	i	3.9	x	i	i	i	i
45	CN(C(=O)C1CCC(=O)N(CCCN2CCCC2=O)C1)C(C1CC1)C1CC1 (centres undefined)	-6.3	i	i	i	i	1.6	0.9	i	i	i	i
46	CC(C)CC(=O)N1CCN(C(=O)c2cccc(F)c2)CC1	-9.7	i	i	i	i	1.1	3.2	i	i	i	i
47	CCCCN(C)CCC(=O)Nc1ccc2c(c1)CCC2	-12.0	i	i	i	63*	-5.9	0.9	i	i	i	i
48	CC(=O)Nc1cc(S(=O)(=O)Nc2ccccc2)c(C)cc1C	-4.3	i	i	i	i	-8.2	3.8	i	i	i	i
49	CCOC1=C/C(=C/c2c(N)n3nc(CC(=O)N4CCCCC4)sc3nc2=O)C=CC1=O	-6.8	i	i	i	i	-5.2	-3.0	i	i	i	i
50	CC(=O)c1c(N2CCCC2)[nH]c(-c2ccccc2)nc1=S	7.3*	i	i	9*	i	5.3	4.4	i	i	i	i
51	O=C(Nc1ccccc1C(=O)NCc1cccnc1)c1ccco1	-5.7	i	i	i	i	-3.6	-2.7	i	i	i	i
52	COc1ccc(CNS(=O)(=O)NCc2ccccc2F)cc1	-1.4	i	i	i	i	x	5.0	i	i	i	i
53	O=C(CSc1nnc(-c2ccccc2)n1Cc1ccccc1)N1CCOCC1	-10.7	i	i	i	i	-1.2	-0.3	i	i	i	i
54	CC(=O)NNC(=O)c1sc(=S)n(C)c1C	-8.6	i	i	i	i	5.9	4.6	i	i	i	i
55	CCCn1c(N)c(N2CCCCC2)c(=O)n(CC(=O)Nc2ccccc2C)c1=O	-5.1	i	i	i	i	4.7	-2.9	i	i	i	i
56	O=C(COC(=O)COc1ccccc1)Nc1ccc(OC(F)(F)F)cc1	-4.8	i	i	i	i	-4.4	-8.1	i	i	i	i

Following part
item	canonical_smiles	hERG protect	PolyA inh	TRPC4 inh	KCNQ1 act	TRPC4 agonist	Platelet DG rel	Dyrk1A ADPGlo	TRPC4 potent	KCNQ1 inh	KCNK9 block	KCNK3 block
57	CC(=O)N(NC(=O)c1ccccc1Cl)C1CC(=O)N(c2ccc(C)cc2)C1=O (centres undefined)	-0.4	i	i	i	i	8.9	-11.7	i	i	i	i
58	O=C(NCc1ccccc1)C(c1cccnc1)N(C(=O)c1csnn1)c1ccccc1 (centres undefined)	-3.8	i	i	i	i	-0.9	-2.5	i	i	i	i
59	CC(C)(C)c1ccc(-n2ncc3c2CCCC3NC(=O)CCN2CCCCC2=O)cc1 (centres undefined)	-11.2	i	i	i	i	-25.7	-5.5	i	i	i	i
60	CC(C)CCNC(=S)Nc1ccccn1	-5.4	i	i	i	i	-8.8	-3.4	i	i	i	i
61	NC(=O)CSc1n[nH]c(=O)n1CCc1ccccc1	-4.5	i	i	i	i	3.0	x	i	i	i	i
62	NC(=O)CNC(=O)C1CCCc2c1[nH]c1ccc(Cl)cc21 (centres undefined)	-5.0	i	i	i	i	7.7	-10.2	i	i	i	i
63	C#CCOCCOCCOCCNc1nc(N2CCN(C(=O)[C@H](CCC(=O)O)n3cc(C(N)Cc4ccc(O)cc4)nn3)CC2)nc(N2CCN(C(=O)[C@H](CCC(=O)O)n3cc(C(N)Cc4ccc(O)cc4)nn3)CC2)n1 (some centres undefined)	-2.0	i	i	i	i	3.0	x	i	i	i	x
64	CCN(CC)CCCN=Cc1c(O)n(-c2ccc(C)cc2)c(=O)c2ccccc12	-5.7	i	i	i	i	-2.6	3.8	i	i	i	i
65	CCOC(=O)c1cc2ccc3ccccc3c2oc1=O	-5.9	i	i	i	i	8.8	x	i	i	i	i

Source: PubChem (several laboratories)
